Screening results deposited in PubChem BioAssay by Sanford-Burnham Center for Chemical Genomics.
tim23-1 inh – tim23-1 yeast growth inhibition | S. cerevisiae tim23-1 growth, BacTiter-Glo luminescence, 24 h | inhibition, % at 20 µM | 330,000 compounds, 1.3% hits;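 active means growth inhibition of the mutant yeast at or above 50%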;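 further: temperature-sensitive mutant grown at 25 °C; plate controls were DMSO-treated mutant yeast for no effect and medium wells lacking yeast for full effect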
CCR6 antagonist – blocks CCL20-driven beta-arrestin recruitment at human CCR6; 340,000 compounds, 0.49% hits; CHO-K1 CCR6 PathHunter beta-arrestin, luminescence, CCL20-stimulated; inhibition, % at 20 µM; P51684;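 active means compounds whose inhibition of the agonist-driven luminescence signal at 20 µM reaches about 50%, limit read from the data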;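 further: cells stimulated with CCL20 at 14 nM final; plate controls were DMSO with CCL20 for no effect and DMSO without agonist for full effect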
Target sequence (P51684 whole entry, looked up): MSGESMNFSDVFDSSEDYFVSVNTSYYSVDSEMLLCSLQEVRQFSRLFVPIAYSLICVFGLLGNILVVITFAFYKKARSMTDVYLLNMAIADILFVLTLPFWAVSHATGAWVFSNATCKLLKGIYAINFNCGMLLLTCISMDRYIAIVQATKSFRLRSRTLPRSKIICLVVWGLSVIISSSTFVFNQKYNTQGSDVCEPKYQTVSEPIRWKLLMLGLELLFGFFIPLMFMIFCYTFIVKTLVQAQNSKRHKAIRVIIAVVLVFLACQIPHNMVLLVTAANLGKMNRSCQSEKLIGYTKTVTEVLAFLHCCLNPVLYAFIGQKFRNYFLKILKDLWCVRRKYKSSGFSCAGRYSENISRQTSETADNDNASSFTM
APJ agonist – agonists of human APJ apelin receptor | CHO-K1 APJ PathHunter beta-arrestin, luminescence; 0% DMSO wells, 100% apelin | activation, % at 20 µM | 330,000 compounds, 0.11% hits | AID 2520;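 active means activation more than six SD over the plate average, tested at 20 µM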;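 further: 0% = DMSO alone and 100% = apelin-13 at 10 nM; some results filed as inactive read as strong as hits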
Target sequence (P35414 whole entry, looked up): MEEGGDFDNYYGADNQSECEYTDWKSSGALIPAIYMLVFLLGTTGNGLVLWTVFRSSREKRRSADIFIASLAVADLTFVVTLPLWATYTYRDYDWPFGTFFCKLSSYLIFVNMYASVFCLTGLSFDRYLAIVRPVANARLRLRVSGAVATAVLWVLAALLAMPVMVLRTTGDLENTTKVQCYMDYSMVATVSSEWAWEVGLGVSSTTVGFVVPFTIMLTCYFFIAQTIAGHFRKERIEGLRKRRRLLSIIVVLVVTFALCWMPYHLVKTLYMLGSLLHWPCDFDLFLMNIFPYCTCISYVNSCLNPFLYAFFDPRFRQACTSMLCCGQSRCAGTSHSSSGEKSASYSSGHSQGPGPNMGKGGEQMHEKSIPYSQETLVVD
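Assay system – PathHunter CHO-K1 APJ (AGTRL-1) beta-arrestin reporter cells · Compound – one dose, 20 µM compound, 1% DMSO · Timing – compound 90 min 25 °C, reagent 1 h · Measured by – luminescence from split beta-galactosidase complementation, Galacton Star/Emerald II substrate · Measure – beta-arrestin recruitment to APJ as agonist activity, luminescent signal · Benchmarks – DMSO vs Apelin-13 10 nM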
APJ antag – antagonists of human APJ apelin receptor; P35414; CHO-K1 APJ beta-arrestin complementation, luminescence; inhibition, % at 20 µM; 330,000 compounds, 0.32% hits; AID 2521;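 active means inhibition above about 40% at 20 µM, limit read from the data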;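 further: cells challenged with 10 nM apelin-13 agonist together with compound; plate controls were apelin-13 plus DMSO wells for no effect and DMSO wells lacking apelin-13 for full effect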
UPR CHOP act – activators of apoptotic arm of unfolded protein response (CHOP); CHO-CHOP luciferase reporter, UPR activation, luminescence; percent of tunicamycin response over DMSO baseline; activation, % at 10 µM; 330,000 compounds, 0.34% hits; AID 449763;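 active means at 10 µM dose, activation of 40% or more, normalized to positive control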;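 further: 100% = tunicamycin at 10 µg/mL and 0% = DMSO alone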
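measured by = luciferase luminescence | assay system = CHO-CHOP cells, stable luciferase reporter of PERK-eIF2a-CHOP signalling | amount = 500 reporter cells seeded per well | timing = 6 h compound exposure at 37 °C after overnight seeding | controls = positive tunicamycin 10 µg/mL, negative DMSO alone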
UPR XBP1 act – activators of adaptive arm of unfolded protein response (XBP1) | CHO-XBP1 luciferase reporter, IRE1-XBP1 UPR activation, luminescence; percent of tunicamycin response, DMSO as zero | activation, % at 20 µM | 330,000 compounds, 0.33% hits;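 active means versus positive control, 20 µM dose yields 30% or more activation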;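 further: 100% = tunicamycin at 10 µg/mL and 0% = DMSO only wells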
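Material – CHO cell line with stable XBP1 luciferase reporter · Buffer or medium – F12 plus 10% FBS · Compound – single point, 20 µM final compound, 1% DMSO · Schedule – 16-18 h cell attachment at 37 °C, then 6 h compound exposure · Signal – Steady-Glo luminescence read · Benchmarks – high control tunicamycin 10 µg/mL final, low control DMSO vehicle only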
Mdm2 MdmX PPI – inhibitors of human Mdm2/MdmX interaction; inhibition, % at 8 µM; SaOS-2 split-luciferase Mdm2/MdmX complementation, luminescence; 330,000 compounds, 3% hits; O15151+Q00987;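 active means inhibition of at least 50% at 8 µM in the primary screen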
EBI2 block – EBI2 (human) antagonism; 360,000 compounds, 0.81% hits; EBI2 beta-arrestin recruitment, luminescence, 7a,25-OHC stimulated; inhibition, % at 5 µM; P32249; in the data active means inhibition above about 38%;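 further: enzyme fragment complementation signal reports receptor beta-arrestin coupling in cells; 0% = agonist plus DMSO wells and 100% = wells without agonist; some results beyond the cut were filed as inactive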
CXCR6 block – blocks human CXCR6 beta-arrestin recruitment. O00574. CHO-K1 PathHunter CXCR6 beta-arrestin, luminescence. inhibition, % at 20 µM. 360,000 compounds, 0.36% hits. AID 602244; in the data active means inhibition above about 34%, passing the limit was not always enough;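 further: antagonist mode with CXCL16 agonist at 10 nM final; 0% = 10 nM CXCL16 with DMSO and 100% = unstimulated wells without agonist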
Active calls of the source: *; x = no result given. The list is partial; rates above refer to the full screens.

SMILES	tim23-1 inh	CCR6 antagonist	APJ agonist	APJ antag	UPR CHOP act	UPR XBP1 act	Mdm2 MdmX PPI	EBI2 block	CXCR6 block
COc1cc(OC)c(NC(=O)CCCn2c(=O)oc3ccccc32)cc1Cl	14	-4	-3	8	-2.4	3	1	-16	9
CCOc1ccc(CN2CCNC(=O)C2CC(=O)NCc2cc(C)n(C)n2)cc1 (configuration not stated)	2	16	-1	0	-1.1	-6	14	-10	-2
O=C(NCc1ccccc1F)c1ccc2c(c1)OCCO2	-6	9	-1	2	2.1	-2	5	0	4
Cc1c(C(=O)O)c(C(=O)O)nc2ccc(N3CCOCC3)cc12	-6	x	4	-17	-0.3	-3	-14	x	x
CC(C)[C@H](NC(=O)NCCC1=CCCCC1)C(=O)O	5	-3	1	23	-0.4	2	-15	8	-5
CCc1nc(SCc2cccnc2)c2c(=O)n(C)c(=O)n(C)c2n1	44	7	1	-1	-1.1	-1	3	0	1
CC(Oc1ccc(Cl)cc1Cl)C(=O)Nc1ccncc1 (configuration not stated)	-195	3	4	-8	-0.2	-3	27	0	-1
Cc1nc2sccn2c(=O)c1Br	-7	-1	-4	6	0.8	-1	18	-6	-3
CCCCCCC(=O)Nc1c(O)c2ccccc2[nH]c1=O	-41	-3	0	11	1.9	4	3	-5	2
COc1ccc(C(=O)NCCCn2ccnc2)cc1	-6	1	0	2	0.1	-1	-1	-12	1
CCOC(=O)c1ccc(NC(=O)NS(=O)(=O)c2ccc(C)cc2)cc1	9	26	-5	8	-1.3	2	-1	0	-16
COc1cccc(NC(=O)Nn2cnnc2)c1	7	7	1	15	0.9	-3	28	-8	-3
COc1cccc(OCC(O)CN2CCN(c3ccc(F)cc3)CC2)c1 (configuration not stated)	-18	5	1	-14	-0.5	-1	6	9	-3
O=C(CS(=O)(=O)c1ccccc1)c1cc2cc(F)ccc2oc1=O	36	-3	0	1	1.4	-2	-4	0	5
O=C(Cc1noc2ccccc12)Nc1ccc(Cl)cc1	5	-3	-2	-19	6.0	2	-1	-6	-7

Ordered by the number under APJ antag (low to high): some entries from above.
Molecule	CCR6 antagonist	APJ agonist	APJ antag	UPR XBP1 act	Mdm2 MdmX PPI	EBI2 block	CXCR6 block
Cc1c(C(=O)O)c(C(=O)O)nc2ccc(N3CCOCC3)cc12	x	4	-17	-3	-14	x	x
CCc1nc(SCc2cccnc2)c2c(=O)n(C)c(=O)n(C)c2n1	7	1	-1	-1	3	0	1
CCOC(=O)c1ccc(NC(=O)NS(=O)(=O)c2ccc(C)cc2)cc1	26	-5	8	2	-1	0	-16

The listing continues:
SMILES	tim23-1 inh	CCR6 antagonist	APJ agonist	APJ antag	UPR CHOP act	UPR XBP1 act	Mdm2 MdmX PPI	EBI2 block	CXCR6 block
COc1ccc(N2CCN(C(=O)c3ccc(F)cc3)CC2)c([N+](=O)[O-])c1	18	8	-3	4	0.1	-2	7	23	5
CC(C)Sc1ccc(C(=O)Nc2ccc(F)cc2F)cn1	18	13	-1	-8	4.2	-2	0	45*	8
CC(=O)NC(CC(=O)Nc1ccc(S(=O)(=O)N2CCCCC2)cc1)c1ccccc1 (configuration not stated)	1	-7	-4	-8	-0.9	0	-17	-10	-6
Cc1ccc(S(=O)(=O)N2CCC(C(=O)OCC(=O)N3CCC(C)CC3)CC2)cc1C	3	3	-1	-36	-1.0	-1	0	1	1
C[C@H](NC(=O)[C@@H]1CSC2c3ccccc3C(=O)N21)C(=O)NCc1c(F)cccc1Cl (some centres not stated)	9	11	-3	16	1.5	-4	19	-21	0
Cc1ccc(S(=O)(=O)NCC[C@@]2(C)C3CCC2(C)C(=O)C3)cc1 (some centres not stated)	18	4	-3	-27	-0.2	0	13	-3	1
Cc1cc(C)c(C#N)c(SCc2ccc(C#N)cc2)n1	7	47	-6	5	0.0	4	21	5	0
Cc1ccc(C(=O)Nc2nnc(S(=O)(=O)N3CCN(c4ccc(F)cc4)CC3)s2)cc1	7	0	-3	12	1.7	-1	28	3	-9
CCCOc1ccc(N2C(=O)CC(NNC(=O)c3ccc(COc4ccccc4)o3)C2=O)cc1 (configuration not stated)	4	6	-2	3	0.3	-2	-13	-14	6
CCc1ccccc1NC(=O)C1CCCN1S(=O)(=O)c1ccc(-c2ccc(=O)[nH]n2)s1 (configuration not stated)	19	5	-1	-22	1.5	-8	23	-6	-4
O=C(NC1CCCC1)C(c1ccccc1)N(Cc1ccc2c(c1)OCO2)C(=O)Cc1cccs1 (configuration not stated)	13	2	-1	3	-1.3	-1	17	6	9
c1ccc(C2CC(c3ccccc3)n3ncnc3N2)cc1 (configuration not stated)	20	-5	-2	8	-1.0	-1	-3	3	21
CC(NC(=O)c1ccccc1)C(c1cccs1)N1CCOCC1 (configuration not stated)	2	-4	1	10	1.0	-2	6	-3	1
COC(=O)c1ccc(CSc2nc3ccc(S(N)(=O)=O)cc3[nH]2)cc1	10	-5	3	-30	1.3	1	-13	3	15
O=C(COC(=O)/C=C/c1cccc([N+](=O)[O-])c1)NCc1ccc2c(c1)OCO2	-16	-5	-3	17	2.1	2	-13	-1	4
COc1cccc(-n2nnc3c(=O)n(Cc4ccccc4Cl)cnc32)c1	-1	12	-1	-20	1.1	1	-4	3	6
O=C1C(=O)c2c(C(=O)c3ccccc3)coc2-c2ccccc21	71*	44	3	-3	48*	23	100*	5	28
N#Cc1c(C(F)(F)F)cc(-c2cccs2)nc1SCC(=O)O	6	6	-4	-13	0.2	-1	-16	-3	5
CCOc1ccc(S(=O)(=O)N2CCCCC2)cc1NC(=O)C1COc2ccccc2O1 (configuration not stated)	10	8	-3	2	1.1	-2	37	-1	1
CCc1cccc2c(C(=S)N3CCOCC3)c[nH]c12	-1	2	-3	16	-0.8	1	5	-1	1
O=[N+]([O-])c1cc2c(c(CSc3nnc4ccccn34)c1)OCOC2	7	14	-4	10	0.3	2	9	-14	-1
O=S(=O)(/N=C(/Nc1ccc(F)cc1F)c1ccc(Cl)cc1)c1ccccc1	-10	-2	-1	5	-0.8	0	-12	9	11
O=C(COc1ccc(S(=O)(=O)N2CCOCC2)cc1Cl)N1CCOCC1	1	3	1	-8	-1.2	-6	1	0	-2
O=C(CCc1nnc(CCCc2ccccc2)o1)NCCN1CCOC1=O	15	10	-2	2	-0.5	0	-7	-6	-2
COc1cccc(Nc2nn3c(=O)c4ccccc4nc3s2)c1	4	16	-1	2	0.7	3	-81	8	-2
CCOC(=O)Cn1c(=O)c(C#N)cn(C(C)C)c1=O	0	1	4	-3	0.4	4	-22	8	-8
COC(=O)c1sc(S(=O)(=O)NC(C)C(=O)O)c(C(=O)OC)c1C (configuration not stated)	4	13	-3	-2	-1.2	-2	27	-2	-6
CC(=O)c1cc2c(=O)c3cc(C)ccc3oc2nc1C	6	-14	-3	-8	2.3	3	-30	4	-7
COc1ccc(CN(C)C(=O)[C@H](Cc2ccccc2)NC(=O)c2ccco2)c(OC)c1	34	-6	5	-11	0.4	-2	7	-1	-3
O=S1(=O)CC2SC(=S)N(Cc3ccccc3)C2C1 (configuration not stated)	-10	-1	0	8	1.3	-1	25	-3	-8
O=C(O)c1ccc(CSc2nc(-c3ccc(Cl)cc3)cc(C(F)(F)F)n2)cc1	17	8	-2	13	-0.6	0	25	9	11
O=C(O)c1cc(S(=O)(=O)N2CCCCC2)ccc1F	7	-11	-4	-3	-1.9	-2	10	-7	-1
O=C(CS(=O)(=O)Cc1ccccc1)Nc1nc2ccccc2s1	22	1	-2	-2	-2.1	1	-17	10	2
Cc1cc(-c2nn(-c3ccccc3F)cc2CN2CCC(C(N)=O)CC2)c(C)s1	-10	4	-3	15	-0.9	0	19	-28	-8
NC(=O)NCc1cccc(Cl)c1	7	7	-4	-2	-1.5	-7	15	-9	3
Fc1ccc(Sc2nc(-c3ccccc3)nnc2C(F)(F)F)cc1	60*	50*	-6	34	41*	-3	78*	22	45*
COc1ccc(-n2cc(CNCCc3cnc[nH]3)c(-c3cccc(F)c3)n2)cc1	13	12	-2	-28	0.7	-4	-11	5	8
O=S(=O)(Nc1ccc(-c2nc3cccnc3s2)cc1)c1cc(F)ccc1F	18	-4	2	6	3.9	-1	4	-1	2
CCc1nnc(NC(=O)c2cc(C)nc3ccccc23)s1	6	-8	-1	-1	2.3	1	-8	7	-16
Cc1ccc(S(=O)(=O)NCc2ccccc2)s1	18	8	-4	2	0.0	-5	5	6	2
CCC(=O)Nc1nc2ccc3sc(C)nc3c2s1	33	-3	2	1	1.9	0	3	-7	-7
CC1CC(C)CN(S(=O)(=O)CCNC(=O)c2ccc3c(c2)OCO3)C1 (configuration not stated)	15	14	-9	11	1.2	1	15	2	-4
N/C(=N\OC(=O)c1ccccc1)c1ccncc1	4	-9	4	-59	3.4	-2	-7	-7	-1
Cc1[nH]c2ccccc2c1C(=O)C(=O)NCCOc1ccccc1	0	5	-1	-8	-2.4	0	-10	4	-6
O=C(O)CC/C(=N\NC(=O)c1ccncc1)c1ccccc1	-5	-12	-2	6	-2.7	-3	-13	-3	4
COc1ccc(CCN(C)C(=O)COc2cccc(-n3cnnn3)c2)cc1OC	-10	14	-2	-3	-1.2	-2	5	-8	3
Cc1ccc(N(C(=O)c2csnn2)C(C(=O)NC2CCCCC2)c2ccccn2)cc1C (configuration not stated)	7	4	-1	27	3.6	0	5	2	8
CCCn1c(N2CCN(CC(=O)NCc3cccs3)CC2)nc2ccccc21	9	-1	-2	11	-0.1	0	19	-6	-4
CC(=O)Nc1ccc(S(=O)(=O)c2ccc(C)cc2)cc1	15	7	1	-18	-1.6	-2	14	-3	-19
CCOC(=O)c1ccc(NC(=O)NC2CC3CCC(C2)N3)cc1 (configuration not stated)	0	5	-4	6	-0.1	-1	3	-1	7
O=C(Oc1c(Br)cc(C(=S)N2CCOCC2)cc1Br)c1ccc(Cl)cc1	27	-11	-4	1	1.4	-1	8	13	11
CCCCn1c(SCc2nc3ccccc3s2)nc2cc(S(N)(=O)=O)ccc21	21	3	2	-18	1.1	1	24	12	-4
O=C(NC1CCCN(Cc2ccccc2F)C1)c1cccc(N2CCCC2=O)c1 (configuration not stated)	-4	7	-4	16	-0.2	-3	4	-4	7
O=C1OC(c2ccccc2)=C/C1=C\N1CCOCC1	29	0	-5	-6	1.9	-2	-18	-12	7
COc1ccc(C(=O)/C=C/c2ccc(O)cc2)c2c1CC(O)C(C)(C)O2 (configuration not stated)	17	5	-2	1	-1.7	-2	45	5	1
